# From PubChem
# TEAD-YAP block = TEAD-YAP interaction inhibition, primary screen, TEAD-YAP interaction inhibitor project, luminescence, HEK-TIYL cells. TEAD-Gal4/YAP UAS-luciferase luminescence. inhibition, % at 9.12 µM. actives 1.4% (n = 640,000). AID 1259422, 2018; in the data active = inhibition above about 32%;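 also: 0% = median of test compound wells and 100% = reference inhibitor wells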
# GPR151 activ = activators of human GPR151, primary screen, cell-based, PathHunter beta-arrestin, luminescence | PathHunter beta-arrestin GPR151 cells | activation, % at 11.2 µM | actives 1% (n = 650,000) | AID 1508602, 2020; in the data active = activation above about 4.9%;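 also: 0% = median of compound wells and 100% = cells with positive control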
# FBW7 activator = FBW7 E3 ligase activators, primary screen, biochemical, AlphaScreen, human. F-box/WD repeat-containing protein 7 (Homo sapiens), Q969H0. AlphaScreen FBW7–phospho-cyclin E peptide binding, activator screen. normalized activity (activation), % at 26.1 µM. actives 0.13% (n = 650,000). AID 1259310, 2017; in the data active = normalized activity above about 1.9%;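 also: purified mutant Fbw7 with reduced substrate affinity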
# Target sequence (Q969H0 whole entry, looked up): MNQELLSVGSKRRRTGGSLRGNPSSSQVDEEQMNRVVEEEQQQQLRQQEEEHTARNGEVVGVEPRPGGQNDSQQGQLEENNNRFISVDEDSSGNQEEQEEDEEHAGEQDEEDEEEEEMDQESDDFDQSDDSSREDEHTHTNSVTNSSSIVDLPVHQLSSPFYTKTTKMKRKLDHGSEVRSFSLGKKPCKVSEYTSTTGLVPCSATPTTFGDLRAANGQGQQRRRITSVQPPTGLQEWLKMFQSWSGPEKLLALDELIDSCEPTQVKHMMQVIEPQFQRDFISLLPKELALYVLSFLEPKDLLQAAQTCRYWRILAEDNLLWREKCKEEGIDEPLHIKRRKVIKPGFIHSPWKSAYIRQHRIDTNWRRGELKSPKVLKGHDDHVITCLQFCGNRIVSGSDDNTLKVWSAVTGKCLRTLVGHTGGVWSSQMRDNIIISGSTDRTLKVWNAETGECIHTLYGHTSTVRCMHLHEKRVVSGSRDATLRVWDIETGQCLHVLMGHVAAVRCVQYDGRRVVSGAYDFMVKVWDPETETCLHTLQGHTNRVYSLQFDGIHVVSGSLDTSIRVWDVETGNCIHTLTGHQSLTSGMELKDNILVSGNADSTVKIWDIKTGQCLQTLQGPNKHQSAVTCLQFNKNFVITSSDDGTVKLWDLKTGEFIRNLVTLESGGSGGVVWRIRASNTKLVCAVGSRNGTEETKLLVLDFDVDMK
# MITF inh = MITF inhibitors, primary screen, biochemical, AlphaScreen, human. actives 0.91% (n = 650,000). AID 1259374, 2018. AlphaScreen MITF homodimerization, bead proximity signal. inhibition, % at 2.6 µM; in the data active = inhibition above about 50%;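 also: 0% = vehicle wells with protein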
# Numbers without * were called inactive; nt = not tested or not shown; & = joins results of further samples.
molecule	TEAD-YAP block	GPR151 activ	FBW7 activator	MITF inh
CCCOc1ccc(OC(=O)c2sc3ncn(Cc4ccccc4Cl)c(=O)c3c2C)cc1	1	3.2	-0.1	6
Cc1ccccc1N=Cc1cccc([N+](=O)[O-])c1	2	0.7	0.2	9
Cn1c(SCc2cn3cc(Cl)ccc3n2)nc2ccccc21	-1	-1.7	0.2	2
CCCN1C(=O)c2ccccc2NC1c1ccc(OC)c(COc2ccccc2F)c1 (stereo not drawn)	-10	-1.4	-0.1	5
O=C(CCC1CCCC1)Nc1ccccc1[N+](=O)[O-]	-37	1.1	-0.5	10
CCC(C)(C(=O)Nc1c(C)cccc1C)N(CCc1c[nH]c2ccccc12)C(=O)c1ccccn1 (stereo not drawn)	1	1.0	0.1	-5
CCCCn1c(CCl)nc2cc(S(=O)(=O)N3CCOCC3)ccc21	6	1.2	-0.1	4
CCCCN1C(=O)Cc2c1nc(N)c1c(N)nc(N(CCC)CCC)c(C#N)c21	5	-0.4	0.0	-2
COCCN1CCn2c(nc3cc([N+](=O)[O-])ccc32)C1	-11	-1.1	0.2	-3
CCOCCCNC(=O)c1cnn2c(C)c3c(nc12)CCCC3	-38	0.3	0.7	10
COc1cc2c(c(OC)c1)C(c1ccccc1Cl)CC(=O)N2 (stereo not drawn)	-1	-0.4	-0.3	16
O=C(NCCCN1CCOCC1)C(C(=O)c1ccccc1)n1ccccc1=O (stereo not drawn)	-2	-0.8	-0.1	10
COc1cccc(CNC(=O)c2ccc(N3CC4CC(C3)c3cccc(=O)n3C4)c(NS(=O)(=O)c3ccc(Cl)cc3)c2)c1 (stereo not drawn)	-5	-1.0	-0.6	7
C/C(=N/NC(=O)COc1ccc(Cl)cc1C)c1ccc(F)cc1	-3	-0.3	0.0	-8
CCOC(=O)c1c(NC(=S)NCc2ccccc2)sc2c1CCCC2	-2	-0.2	-0.2	5
CCOc1ccc(NC(=O)c2ccc(CSc3nnc(NC(C)=O)s3)cc2)cc1	-9	0.1	0.2	1
Cc1cc(C)nc(N/N=C/c2ccccc2I)n1	-6	-1.6	-0.2	-14
COC(=O)C(CO)NC(=O)C(C)NC(=O)C(N)Cc1ccccc1 (stereo not drawn)	-3	0.4	0.1	12
COc1ccc(-c2noc(CN(C)CC3COCCO3)n2)c(OC)c1OC (stereo not drawn)	-10	-2.1	0.0	4
O=C(Nc1ccc2c(c1)CN(Cc1ccon1)CC2)c1ccncc1	0	0.1	0.1	16
COc1cc2c(cc1OC)C(C(=O)N1CC(C)CC(C)C1)C(c1cccs1)N(C)C2=O (stereo not drawn)	4	1.4	0.0	-4
COCCNC(=O)CSc1nccn1Cc1ccc(C)cc1	4	1.6	0.0	6
O=C(CSc1nnc2n(Cc3ccccc3)c3ccccc3n12)NC1CC1	-5	0.9	0.2	-4
O=C(CN1C(=O)c2ccc([N+](=O)[O-])cc2C1=O)Oc1ccc2c(c1)OCO2	-2	1.2	-0.1	0
Cc1cc(C(=O)COC(=O)c2cccnc2Cl)c(C)n1Cc1cccs1	47*	-0.3	0.0	5
COc1ccc(NC(=O)c2cc3cc(OC)ccc3oc2=O)c(OC)c1	4	-0.5	0.1	-1
Cn1cccc1C(=O)NC(=O)CSc1nc2ccccc2s1	-10	-0.9	-0.3	-4
CC1=C(C(=O)Nc2ccc(F)c(F)c2)C(c2ccc(Br)cc2)NC(=O)N1 (stereo not drawn)	4	2.6	-0.1	5
COc1ccc(NC(=O)c2sc3ncnc(N(C)c4ccccc4)c3c2C)cc1OC	-13	-0.6	0.0	15
CCC/C(O)=C1\C(=O)CCCC1=Nc1cccc([N+](=O)[O-])c1	6	0.5	-0.1	-1
CCCCCCc1cc2cc(/C(N)=N\NC(=O)c3ccncc3)c(=O)oc2cc1O	12	0.4	0.0	13
Cc1ccc(CNC(=O)Nc2cccs2)cc1	-8	2.9	0.3	-10
CCC(Sc1nc2c(c(=O)n1-c1ccccc1)SCC2)C(=O)OC (stereo not drawn)	7	-0.2	0.1	0
Clc1ccc(-c2noc(-c3ccccc3Br)n2)cc1	-32	-0.4	0.1	3
Cc1ccc(S(=O)(=O)NCC2NCCc3ccccc32)cc1 (stereo not drawn)	12	-1.2	0.3	11
COc1ccc2nc(Nc3nnc(-c4ccccc4OC)o3)sc2c1	-1	-0.1	-0.2	-4
CCn1c(SCC(=O)N(C)Cc2ccccc2)nnc1-c1cccs1	6	0.5	0.0	-2
CCN(CC)CCN1CCN(c2ncc(-c3cnn(C)c3)n3ccnc23)CC1	0	-0.3	0.8	4
CCS(=O)(=O)N1Cc2ccccc2CC1C(=O)O (stereo not drawn)	-2	0.9	-0.2	11
Cc1ccc(CN2C(=O)C3C(C(=O)Nc4ccc(Cl)c(Cl)c4)C4C=CC3(O4)C2C(=O)NC2CCCCC2)cc1 (stereo not drawn)	-2	-1.1	0.1	-1
COC(=O)c1cccc(CN2C(=O)C(C)Oc3ccc([N+](=O)[O-])cc32)c1 (stereo not drawn)	-5	-0.7	1.0	-9
O=C(C[n+]1cc(Br)cc2ccccc21)c1ccccc1	7	-0.6	-0.1	0
CC1CCN(C(=O)CN2C(=O)CN(C)C(=O)c3ccccc32)CC1	4	3.1	0.1	15
Cc1ccc(NC(=S)N(CCCN2CCOCC2)Cc2cccnc2)cc1	-4	0.2	0.0	9
COc1ccc2cc(S(=O)(=O)N3CCN(C(c4ccccc4)c4ccccc4)CC3)ccc2c1	1	-1.5	0.1	13
O=C(Nc1n[nH]c(=S)s1)c1cc(Br)ccc1Cl	-1	0.5&-0.8	0.1	4
CCCCOc1cc2c(C)cc(=O)oc2cc1Cl	-4	0.5	-0.1	4
COc1ccc([N+](=O)[O-])cc1C(c1c(C)n(C)n(-c2ccccc2)c1=O)c1c(C)n(C)n(-c2ccccc2)c1=O	3	-0.4	-0.1	6
CCC1=NN2C(=N)/C(=C/c3cccc(OCCOc4ccccc4C)c3)C(=O)N=C2S1	-53	0.0	0.0	14
CCCC(=O)N/C(N)=N/c1nc(C)c2ccccc2n1	0	0.6	0.0	11
CCOC(=O)c1sc2nc(SCc3ccc(Cl)cc3)n(CC3CCCO3)c(=O)c2c1C (stereo not drawn)	8	-0.6	-0.1	-10
CCn1ccnc1CN(C)C(=O)CC1C(=O)NCCN1Cc1c(F)cccc1Cl (stereo not drawn)	2	-0.5	0.1	19
Cc1ccc(OCc2nc(-c3ccccn3)no2)c(Br)c1	39*	-7.2	0.3	4
CCN(CCn1cccn1)C(=O)CCc1nnc(CCc2ccccc2OC)o1	-15	-2.0	0.2	17
CC(C)n1c(Nc2nccc3ccccc23)nc2c(NC3CCN(Cc4ccccc4)CC3)ncnc21	8	-1.8	0.0	2
O=C(N/N=C/c1ccccn1)c1[nH]nc2c1CCc1ccccc1-2	0	-1.1	0.2	26

# (listing goes on)
molecule	TEAD-YAP block	GPR151 activ	FBW7 activator	MITF inh
O=c1c2cc([N+](=O)[O-])ccc2nc2n1CCC2	0	0.6	-0.2	-3
CSc1ccccc1NC(=O)C(C)NS(=O)(=O)c1ccc(C)cc1 (stereo not drawn)	12	0.3	0.1	-3
O=C(NCC(c1ccco1)N1CCOCC1)c1ccc2c(c1)OCO2 (stereo not drawn)	2	0.4	0.0	2
CSc1ccccc1N1C(=O)CN(C)CC1C (stereo not drawn)	8	-1.0	0.0	2
CNC(=O)CN(c1ccc(C23CC4CC(CC(C4)C2)C3)cc1)S(C)(=O)=O	-6	1.4	-0.1	-4
CC(C)/C=C/C(=O)NCC1CC(Cc2ccc(F)cc2)=NO1 (stereo not drawn)	-7	0.6	0.0	0
Cc1ccc(Nc2c([N+](=O)[O-])ncn2C)cc1C	14	-0.1	-0.3	7
CC(=O)Nc1ccc(-c2cc(C(=O)O)c3c(-c4ccccc4)[nH]nc3n2)cc1	-2	-1.9	-0.5	-1
Cc1cc(N2CCCC2)nc2ccc(NC(=S)NCCN3CCOCC3)cc12	-6	-0.7	-0.1	-6
CCCCC/C=C\C/C=C\C/C=C\C/C=C\CCCC(=O)NCC1(C)CCC[C@]2(C)c3ccc(C(C)C)cc3CC[C@@H]12 (stereo partly drawn)	nt	-0.9	nt	-9
COc1ccccc1NC1=C(Cl)C(=O)OC1OC(=O)c1ccco1 (stereo not drawn)	-5	0.9	0.0	2
O=C(COc1ccc(OCc2ccccc2)cc1)NNC(=S)NCCN1CCOCC1	-2	-1.3	0.0	1
C/C(CC(C)C)=N\NC(=O)c1nnn(-c2nonc2N)c1-c1ccccc1	-9	-0.8	0.0	-8
Cc1ccc(C(=O)NCCc2ccccc2)cc1S(=O)(=O)Nc1ccccc1	8	1.5	-0.1	3
O=C(Nc1sc2c(c1C(=O)NC1CCCCC1)CCCC2)c1ccncc1	-19	0.8	0.6	5
O=C(CN1CCC(n2nnc3cc(C(F)(F)F)ccc32)CC1)Nc1cccc(F)c1	7	-0.8	-0.1	13
COC(=O)C1=NNC2(C)C(=O)N(c3ccc(Br)cc3)C(=O)C12 (stereo not drawn)	6	0.5	-0.2	4
CC(C)N(CCNc1nc(NC2CCN(Cc3ccccc3)CC2)nc2c1ncn2Cc1ccc(C(F)(F)F)cc1)C(C)C	-2	0.0	0.1	9
CCCCN(CC)C(=O)c1cn(-c2ccc(Cl)cc2)c(=O)c2ccccc12	-1	-0.7	-0.1	5
COc1ccccc1NC(C)C(=O)N/N=C/c1cc(Br)cc(OC)c1O (stereo not drawn)	7	-1.3	0.5	23
CS(=O)(=O)N(CC(=O)Nc1cc(Cl)ccc1Cl)c1ccc2c(c1)OCCO2	-1	2.1	0.0	10
Cc1ccc(NC(=O)CSc2cccc[n+]2[O-])c([N+](=O)[O-])c1	2	0.9	0.1	-7
CC(Oc1ccc(F)cc1)C(=O)Nc1sc2c(c1C(N)=O)CCC2 (stereo not drawn)	-45	0.7	-0.2	-16
COc1cccc(C2CC(=O)Nc3cc(C)c(C)cc32)c1OC (stereo not drawn)	10	3.1	-0.1	0
O=C(Nc1ccccn1)Nc1ccccc1[N+](=O)[O-]	-46	-3.0	0.0	2
Cc1noc(C)c1-c1nc(C(=O)NCCN2CCOCC2)cs1	7	2.0	0.0	-10
CCOC(=O)C1=C(N)OC2=C(C(=O)CC(c3ccccc3)C2)C1c1ccccc1C (stereo not drawn)	-1	-0.2	-0.2	-9
CCOC(=O)CN1C(c2ccc(OC)cc2)Nc2ccc(Br)cc2C1c1ccccc1 (stereo not drawn)	-7	-0.1	-0.1	-4
O=C(O)c1ccc(NC(=O)C2CCN(S(=O)(=O)c3ccccc3)CC2)cc1	2	0.6	0.0	-4
CC(C)c1ccccc1OCC(=O)Nc1nccs1	4	-0.7	-0.1	-2
CCN1c2ncccc2C(=O)NC12CCN(Cc1sccc1C)CC2	-12	-1.0	-0.2	-11
Cc1ccc(NC(=O)C2CCCN(S(=O)(=O)c3cnc[nH]3)C2)cc1F (stereo not drawn)	1	-1.0	0.1	-9
CC(=O)N1CC(=O)N=C1SCC(=O)Nc1nc(-c2ccccc2)c(C)s1	-25	-1.3	0.0	-1
O=C(NCCCN1CCOCC1)C1CC(=O)N(CCc2ccccc2)C1 (stereo not drawn)	1	0.0	0.0	8
COc1ccccc1N(CC(=O)NCCc1ccccc1)S(C)(=O)=O	-3	-0.6	-0.1	13
Cc1cccc(-n2ncc3c(=O)n(CC(=O)N4CCOCC4)cnc32)c1C	4	-1.7	0.3	4
C/C(N)=C(/C#N)C(=O)COC(=O)COc1cccc2c1OC(C)(C)C2	-3	-1.3	0.0	8
Cc1cccc(-c2nnc(SCC(=O)Nc3cccc(F)c3)n2C)c1	15	0.8	0.2	16
Cc1ccc(C)c(NC(=O)C2CCCN(c3nnc(N4CCCC4=O)s3)C2)c1 (stereo not drawn)	1	-0.4	0.7	3
CC(C)Oc1ccc(C(=O)Nc2ccc3c(c2)N(C)C(=O)C(C)(C)CO3)cc1	-17	1.1	-0.1	29
COc1cc(Nc2nc(Nc3ccc(C(F)(F)F)cc3)nc3c2ncn3-c2ccsc2)cc(OC)c1OC	7	0.5	-0.1	17

# Seven entries from above, with two lines to a compound.
# Values run as follows: TEAD-YAP block | GPR151 activ | FBW7 activator | MITF inh
- O=C(NCCCN1CCOCC1)C1CC(=O)N(CCc2ccccc2)C1 (stereo not drawn)
  1 | 0.0 | 0.0 | 8
- COc1ccccc1N(CC(=O)NCCc1ccccc1)S(C)(=O)=O
  -3 | -0.6 | -0.1 | 13
- Cc1cccc(-n2ncc3c(=O)n(CC(=O)N4CCOCC4)cnc32)c1C
  4 | -1.7 | 0.3 | 4
- C/C(N)=C(/C#N)C(=O)COC(=O)COc1cccc2c1OC(C)(C)C2
  -3 | -1.3 | 0.0 | 8
- Cc1cccc(-c2nnc(SCC(=O)Nc3cccc(F)c3)n2C)c1
  15 | 0.8 | 0.2 | 16
- Cc1ccc(C)c(NC(=O)C2CCCN(c3nnc(N4CCCC4=O)s3)C2)c1 (stereo not drawn)
  1 | -0.4 | 0.7 | 3
- CC(C)Oc1ccc(C(=O)Nc2ccc3c(c2)N(C)C(=O)C(C)(C)CO3)cc1
  -17 | 1.1 | -0.1 | 29
